# mHTT CaM bind = mutant huntingtin-calmodulin interaction inhibitors – biochemical, AlphaScreen, primary screen; AlphaScreen His-mHTT/GST-CaM binding, luminescence; 190,000 tested, 3.6% active; inhibition, % at 15 µM; P42858;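 note: 0% = both proteins with DMSO and 100% = one protein alone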
# Pf apPOL inh = Pf-apPOL inhibitors, biochemical, fluorescence | Plasmodium falciparum apicoplast DNA polymerase (apPOL) | Recombinant Pf-apPOL, molecular beacon fluorescence, 1.5 h | inhibition, % at 10 µM | 210,000 tested, 0.25% active | AID 1794808, 2022
# The depositor's hits bear a star; / = no result given; & = joins results of further samples. Cut-off read from the data, not from the text of the source: active = inhibition above about 50%; inactive = the rest.
SMILES,mHTT CaM bind,Pf apPOL inh
Cc1cccc(CC(=O)NC2CC(O)C(CO)C2)c1 (stereo not given),2,-2
CCN1CCN(C(=O)C2CC(=O)N(Cc3ccc(OC)cc3)C2)CC1 (stereo not given),4,-4
O=C(O)C1CSC(c2cccs2)N1 (stereo not given),-4,/
Cc1csc(C(=O)NCC(C)(O)c2cccs2)c1 (stereo not given),-21,1
O=c1c(-c2ccc3c(c2)OCCO3)c(C(F)(F)F)oc2cc(O)ccc12,10,2
CCOc1ccc(C(=O)Nc2cccc(NC(=O)c3ccccc3)c2)cc1[N+](=O)[O-],1,1
COc1ccc2c(c1)C(CC(C)=O)N(c1ccc(-c3cccnc3)cc1)C(c1ccsc1)=C2 (stereo not given),-4,-6
COc1ccc(C(=O)N2CCC(n3nc(-c4ccsc4)ccc3=O)CC2)cc1,98*,-6
Cc1cc2nn(-c3ccccc3)nc2cc1NC(=O)c1ccc([N+](=O)[O-])c(C)c1,1&2,-5&-7
N#CCSc1nc2ccc(Br)cc2c2nc3ccccc3n12,-2,-6
COc1ccc(-c2cc3ccc(O)c(CN4CCC(C)CC4)c3oc2=O)cc1,-32,-134
Cc1ccc(-n2ncc3c(NC(C)(C)C)ncnc32)c(C)c1,11,-5
Cc1ccc2oc(-c3ccc(Cl)cc3)cc(=O)c2c1,2,-8
O=C(NCc1cccnc1)C1CN(C(=O)c2ccc(F)c(F)c2)C1,-13,-2
COCCC1CCN(C(=O)c2c(F)cccc2Cl)CC1,-2,-4
CCCc1cc(C2CCCN2C(=O)c2cccs2)no1 (stereo not given),-5,-4
COc1ccc(S(=O)(=O)Nc2ccccc2[N+](=O)[O-])cc1OC,/,-6
CCC(=O)NCc1nc2c(n1CC)CN(C(=O)c1ccc(F)c(F)c1)CC2,2,-5
O=C(Nc1ccc(NC(=O)c2ccco2)cc1)c1cccc(OCc2ccccc2)c1,-4,4
COc1ccccc1NC(=O)CNC(=O)C1OC2OC(C)(C)OC2C2OC(C)(C)OC12 (stereo not given),-1,-3
CCCSC(Nc1cccc(OC)c1)=C(C#N)S(=O)(=O)c1ccc(Cl)cc1,/,5
CCc1ccc(S(=O)(=O)Nc2ccc(O)cc2)cc1,1,-6
CN(C)CCN1C(=O)C(=O)C(=C(O)c2ccc(F)cc2)C1c1ccco1 (stereo not given),2,-13
Cc1nc2c(C(=O)NCC3CCCO3)cnn2c(C)c1Cc1cccc(Cl)c1 (stereo not given),10,-5
Cc1ccc(N2C(=O)NC(=O)/C(=C\c3cc4c(cc3Br)OCO4)C2=O)cc1,4,0
# (continued)
SMILES,mHTT CaM bind,Pf apPOL inh
CCN1Cc2cc(OC)ccc2-c2ccccc2S1(=O)=O,-4,-2
Cc1ccc(S(=O)(=O)n2nc(OC(=O)c3ccc(Cl)cc3Cl)cc2N)cc1,-16,3
COc1cc(NC(=O)c2ccc([N+](=O)[O-])cc2Cl)c(OC)cc1NC(=O)c1ccccc1,11,-6
CC1=NN(c2ccccc2)C(=O)/C1=C/c1cccc(C)c1,26,-4
Cc1cccc(N2CCN(C(=O)c3cc4ccncc4n3C)CC2)c1C,43,-4
CC1(c2ccccc2)CC(C)(C)N(C(=O)CN2CCCCC2)c2ccccc21 (stereo not given),1,-13
COC(=O)Nc1nc2ccc(C(=O)c3ccccc3)cc2[nH]1,0,-4
O=C(O)CCCN1C(=O)S/C(=C\C=C\c2ccccc2)C1=O,4,-11
O=C(O)CCCCCN1C(=O)C(=Cc2ccc(Br)cc2)SC1=S,19,-3
Cc1nc(C(=O)N2CCN(Cc3ccc(C)c(C)c3)CC2)c(C)o1,6,0
Cc1ccc(N2CCN(C(=O)c3cn4c(n3)CCCC4)CC2)cc1,14,0
Cc1ccc(NC(=O)C2CN(S(=O)(=O)C3CC3)CC23CCCCC3)c(F)c1 (stereo not given),-3,-6
O=C(Nc1ccc(O)cc1)c1cccc(S(=O)(=O)N2CCOCC2)c1,1,-7
C1CCN(CCNC2CC3CCC2C3)CC1 (stereo not given),-1,-2
COc1ccc(-n2ccnc2SCC(=O)NCc2ccc3c(c2)OCO3)c(OC)c1,3,-9
CCCN(CCO)Cc1ccccc1F,-6,6
CC(=O)Nc1ccc(Br)cc1-c1nc2ccccc2[nH]c1=O,-2,-3
Cc1ccc(NC(=O)CSc2cc(N3CCCC(C)C3)ncn2)c(C)c1 (stereo not given),-6,-2
CCC(C)NCC(O)COCC12CC3CC(CC(C3)C1)C2 (stereo not given),1,-2
COC(=O)c1nn(-c2ccccc2)nc1C,/,-1&-8
CCOC(CC(OCC)C(=O)c1ccccc1)C(=O)c1ccccc1 (stereo not given),-62,2
Cc1ccc(S(=O)(=O)NCc2ccc(C(=O)O)o2)c(C)c1C,0,-2
CCOC(=O)Cc1csc(NC(=O)CN2C(=O)c3ccccc3S2(=O)=O)n1,-10,10
Cc1ccc(NC(=O)c2cc3cc(Br)ccc3oc2=O)cc1C,4,-6
O=C(Nc1ccc(S(=O)(=O)Nc2cnc3ccccc3n2)cc1)c1cccs1,2,7
# Remaining list, next part.
SMILES,mHTT CaM bind,Pf apPOL inh
CCC(C)NS(=O)(=O)C1CON(C)C1c1ccccc1Cl (stereo not given),-7,-5
CC(Nc1ncnc2ccc(Br)cc12)c1ccccc1 (stereo not given),-7,3
CC(C)c1ccc(N2C=C(C(=O)N3CCCC3)S(=O)(=O)c3ccccc32)cc1,-7,-4
COc1ccc(-n2ncc3c2CC(c2ccco2)CC3=O)cc1 (stereo not given),6,1
Cc1ccc(S(=O)(=O)N2N=C3CCCCC3C2(O)C(F)(F)F)cc1 (stereo not given),-6,5
O=C(Nc1cccc(Br)c1)N1CCc2nc[nH]c2C1,-11,-1
O=C(Nc1nc(-c2cc([N+](=O)[O-])cs2)cs1)c1ccccc1Oc1ccccc1,6,-40
Cc1ccccc1OCC(=O)NC(C)C,-11,2
CC(=O)N1CC=C2C(C#N)=C(N)C(C#N)(C#N)C(c3ccc(F)cc3F)C2C1 (stereo not given),4,-4
CC(C)c1nnc2n1CCN(C(=O)Cc1c[nH]c3ccccc13)C2,-2,-7
C=CCN1C(=O)NC(=O)/C(=C\c2cn(Cc3ccccc3)c3ccccc23)C1=O,2,-30
Cn1c2c(c(=O)n(C)c1=O)C(c1ccc(F)cc1)C1=C(N2)c2ccccc2C1=O (stereo not given),4,0
O=C(c1ccc(NS(=O)(=O)c2ccccc2)cc1)N1CCOCC1,-3,0
O=C(Nc1ccc(Br)c2cccnc12)c1cc(F)c(F)cc1Cl,-1,0
Cn1c(=O)c(-c2ccc(C(=O)NCc3ccccc3Cl)cc2)nc2cccnc21,12,-4
COc1ccc(-c2sc3ccccc3c2-c2ccc3[nH]ccc3c2)cc1,25,-4
Cc1oc(C2CCN(C(=O)c3ccc4c(c3)OCO4)CC2)nc1C(=O)N1CCCCC1,1,1
CN(CC(=O)Nc1cccc(Cl)c1)S(=O)(=O)c1cccs1,-5,-4
CN(CC#N)C(=O)c1nc2ccccc2n(C)c1=O,-2,1
Cc1cc(C)c(S(=O)(=O)N2CCC3(CC2)NCCN=C3NC2CCCCC2)cc1C,3,1
CCOCCCNC(=O)C1(C)CCC(=O)N1Cc1ccccc1F (stereo not given),1,-1
COc1cc(N)c(Br)cc1Br,-6,/
O=C(Nc1ccccc1C(=O)NCc1ccccc1)c1ccc(CN2CCOCC2)cc1,17,15
O=C(CCN1C(=O)C2C3CCC(C3)C2C1=O)Nc1ccc(Br)cc1 (stereo not given),0,-6
Clc1ccc(OCCN2CCCCC2)c(Br)c1,1,-1

# One compound at a time, as listed above. Values in the order: mHTT CaM bind | Pf apPOL inh
# Results for O=C(Nc1ccc(Br)c2cccnc12)c1cc(F)c(F)cc1Cl : -1 | 0
# Results for O=C(Nc1cccc(Br)c1)N1CCc2nc[nH]c2C1 : -11 | -1
# Results for COc1cc(N)c(Br)cc1Br : -6 | /
# Results for CN(CC(=O)Nc1cccc(Cl)c1)S(=O)(=O)c1cccs1 : -5 | -4
# Results for Cn1c2c(c(=O)n(C)c1=O)C(c1ccc(F)cc1)C1=C(N2)c2ccccc2C1=O (stereo not given) : 4 | 0

# Back to the main list with the 4 entries that preceded the break.
SMILES,mHTT CaM bind,Pf apPOL inh
COc1cc(N)c(Br)cc1Br,-6,/
O=C(Nc1ccccc1C(=O)NCc1ccccc1)c1ccc(CN2CCOCC2)cc1,17,15
O=C(CCN1C(=O)C2C3CCC(C3)C2C1=O)Nc1ccc(Br)cc1 (stereo not given),0,-6
Clc1ccc(OCCN2CCCCC2)c(Br)c1,1,-1
COCCNC(=O)C1CCCN(C(=O)c2cccc(C(F)(F)F)c2)C1 (stereo not given),26,-1
O=C(CN(c1ccccc1)S(=O)(=O)c1ccccc1)N1CCN(c2ccc(F)cc2)CC1,21,-7
Cc1ccccc1C(=O)N1CC=C(C(=O)NC(C)(C)C)CC1,7,0
Cc1sc2cc(C(=O)N3CCN(C(C)C)CC3)[nH]c2c1CN1CCOCC1,23,-1
N#CC(C#N)=C1C=C(c2ccccc2)Sc2ccccc21,17,0
CC1(C)COc2cc(NC(=O)C34CC5CC(CC(C5)C3)C4)ccc2NC1=O,-2,2
Fc1ccc(Br)cc1C1C=C(c2cccs2)Nc2nnnn21 (stereo not given),-3,-2
Fc1cccc(C2C=C(c3cccs3)Nc3ncnn32)c1 (stereo not given),16,-1
O=C(C1CCCN(c2nnc3c(Cl)cccn23)C1)N1CCCC1 (stereo not given),-4,2
NNC(=O)COc1ccccc1-c1ccccc1,1,-1
Cn1c(=O)[nH]c(=O)c2c1nc(SCC(O)CO)n2CC(N)=O (stereo not given),-3,65*
COC(=O)c1cc(C(=O)OC)c(C(=O)OC)nc1C(=O)OC,-1,-4
COc1cccc(C2C=C(c3ccc(C)cc3)Nc3ncnn32)c1OC (stereo not given),31,-2
CC1=NN(c2ccc(C)cc2)C(=O)/C1=C/c1cccc([N+](=O)[O-])c1,36,-6
Cc1ccc(N2C(=O)CSC2c2ccc(Br)cc2)cc1 (stereo not given),1,3
COc1ccc(NC(=O)C2CC(=O)N(C)C(=Nc3cccc(C(F)(F)F)c3)S2)cc1 (stereo not given),0,-11
C=CCC1(CC=C)CCCCN1,-6,/
Cc1ccc(-c2noc(-c3ccc(NCCN4CCC(C)CC4)nc3)n2)cc1,2,6
N#CC1(C#N)C2CCCCC23OC(=N)C1(C#N)C(Cc1ccccc1)O3 (stereo not given),8,-3
O=C1NCCCn2cc(S(=O)(=O)Nc3ccc(Cl)cc3)cc21,-3,0
COc1cc(CNC(=O)c2ccc3nsnc3c2)cc(OC)c1OC,-8,-2
COC(=O)C[C@H]1c2cc(C(F)(F)F)ccc2S(=O)(=O)N1Cc1ccccc1OC,-9,-2
COc1cccc2cc(-c3nc4ccccc4[nH]3)c(=Nc3ccc(C(N)=O)cc3)oc12,-1,0
Clc1ccc(OCCCN2CCN(c3cccc4[nH]ccc34)CC2)cc1,/,-9
CCc1ccccc1N(CC(=O)Nc1ccc(OC)cc1OC)S(C)(=O)=O,1,-8
# The list goes on.
SMILES,mHTT CaM bind,Pf apPOL inh
COc1ccc(C2CC(C(F)(F)F)n3ncc(C(=O)Nc4cc(C)ccc4O)c3N2)cc1OC (stereo not given),19,-7
CC(=O)NS(=O)(=O)c1ccc(NC(=O)c2cc(-c3cccs3)nc3ccccc23)cc1,9,-6
COC(=O)C1CN(Cc2ccccc2)CCS(=O)(=O)N1Cc1cn(Cc2ccc(Cl)cc2)nn1 (stereo not given),20,-3
Cc1ccccc1C(O)(C(=O)NCc1ccccc1)c1ccccc1C,-6,-6
COc1cc(CN(C)C2CCN(C)CC2)cc([N+](=O)[O-])c1O,1,-2
N#Cc1c(-c2ccc(Cl)cc2Cl)nn(-c2ccc([N+](=O)[O-])cc2)c1N,/,-6
O=C(Nc1ccc(Cl)cc1)C1CCN(S(=O)(=O)c2ccc(Br)s2)CC1,-26,-6
Cc1cc(C)n(C(=O)Cc2cccs2)n1,-1,-8
COc1cccc(CC(=O)N2CCC3(CC2)NC(=O)c2ccccc2N3C)c1,-4,-2
COc1ccccc1-c1noc(C2CCCN2C(=O)Nc2cccc(C#N)c2)n1 (stereo not given),0,-1
COc1cccc(N(CC(=O)NCc2ccccc2OC)S(C)(=O)=O)c1,-5,0
CC(C)CCOC(=O)C1(C(=O)OCCC(C)C)CC2(COC(c3ccccc3)OC2)C1,/,-10&-16
Cn1cccc1CN(C(=O)NC1CCCCC1)C1CC1,15,-5
CC(=O)N(C1=C(N2CCOCC2)C(=O)c2ccccc2C1=O)c1ccccc1,20,0
O=C(NC1CC1)c1ccc(OCC2CCCN(C(=O)c3c(F)cccc3F)C2)cc1 (stereo not given),6,2
O=C(NCCCSC1CCCCC1)Nc1ccc(Cl)c(Cl)c1,-19,-12
Cc1noc(COC2CCCN(C(=O)c3ccc(Cl)s3)C2)n1 (stereo not given),-6,-3
CCCC(O)C#CCN1CCCCC1 (stereo not given),-3,-5
CN1CCN(CC(=O)Nc2ccc(OCc3ccccc3)cc2)CC1,4,-13
CC1(C(=O)NCc2ccc(F)cc2)CCCN(C(=O)CSc2ccccc2)C1 (stereo not given),11,-1
Cc1[nH]nc2nc(SCC(=O)NC3CCCCC3)n(-c3cccc(Cl)c3)c(=N)c12,19,-6
O=c1cc(-c2ccccc2)n2c(SCc3cccc(C(F)(F)F)c3)nnc2[nH]1,2,37

# A second format for part of the listing above:
structure	mHTT CaM bind	Pf apPOL inh
O=C(O)CCCN1C(=O)S/C(=C\C=C\c2ccccc2)C1=O	4	-11
O=c1cc(-c2ccccc2)n2c(SCc3cccc(C(F)(F)F)c3)nnc2[nH]1	2	37
COc1cccc2cc(-c3nc4ccccc4[nH]3)c(=Nc3ccc(C(N)=O)cc3)oc12	-1	0
COc1cc(N)c(Br)cc1Br	-6	/
Cc1noc(COC2CCCN(C(=O)c3ccc(Cl)s3)C2)n1 (stereo not given)	-6	-3

# Source: PubChem (University of Kansas High Throughput Screening Laboratory)
